Source: PubChem BioAssay (The Scripps Research Institute Molecular Screening Center)
TAAR1 antagonist = human TAAR1 antagonism | Q96RJ0 | 1.5% of 360,000 active | CHO RD-HGA16 TAAR1, Fluo-8 calcium fluorescence, antagonist | inhibition, % at 3 µM;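 active = inhibition above a per-plate cutoff, the mean inhibition of test compounds on that plate plus 3 SD, cut at about 49% in these data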;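 also: 0% = DMSO plus EC80 beta-PEA response and 100% = DMSO alone without agonist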
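System: CHO RD-HGA16 cells bearing hTAAR1. Reagent: EC80 β-phenethylamine stimulus. Schedule: seeding 17-24 h prior, 75-min 37 °C, 30-min RT dye loading. Signal: Fluo-8 intracellular calcium dye fluorescence, real-time kinetic reads. Read-out: % inhibition from peak post-agonist over basal fluorescence ratio. Benchmarks: vehicle wells and EC80 agonist wells. Replicates: n of 1.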
GPR7 antag = antagonists of human GPR7 (neuropeptides B/W receptor 1); P48145; GPR7-expressing cells, fluorescence antagonist assay; inhibition, % at 4.4 µM; 1.1% of 290,000 active; AID 1861; in the data active = inhibition above about 16%, passing the limit was not always enough;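 also: cells stimulated with the agonist NPW; 0% = agonist with vehicle and 100% = vehicle without agonist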
OXTR agonist = agonists of human oxytocin receptor. P30559. CHO-OTR cells, Fluo-8 calcium fluorescence; normalized: DMSO 0%, oxytocin 100%. activation, % at 3 µM. 0.32% of 320,000 active;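 active = activation above the mean of all tested compounds plus 3 SD, cutoff set per screening run, cut at about 20% in these data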;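 also: peak over basal fluorescence ratio from a 100 s FLIPR kinetic read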
Target sequence (P30559 whole entry, looked up): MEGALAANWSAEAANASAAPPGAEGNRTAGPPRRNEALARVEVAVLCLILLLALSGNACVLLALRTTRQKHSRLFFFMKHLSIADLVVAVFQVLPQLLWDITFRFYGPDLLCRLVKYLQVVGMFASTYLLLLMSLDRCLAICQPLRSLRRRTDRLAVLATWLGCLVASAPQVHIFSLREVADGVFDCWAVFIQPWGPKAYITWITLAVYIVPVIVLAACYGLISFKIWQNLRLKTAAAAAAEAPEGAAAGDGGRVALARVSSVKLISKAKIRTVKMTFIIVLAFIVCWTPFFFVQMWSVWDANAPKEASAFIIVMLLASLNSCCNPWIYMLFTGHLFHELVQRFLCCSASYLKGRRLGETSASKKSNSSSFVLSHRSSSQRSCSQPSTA
CHO-K1 Ca PAM = M1 PAM counterscreen hit in parental CHO-K1 cells; ATP EC20, Fluo-8 calcium fluorescence; 0% at ATP EC20, 100% at ATP max; activation, % at 3 µM; 0.02% of 360,000 active;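 active = activation above the run cutoff, the mean activation of all test compounds plus 3 SD, cut at about 40% in these data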;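 also: peak over basal fluorescence ratio in a 140 s read after ATP addition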
V1R ag counter = activates human V1a receptor in oxytocin agonist counter-screen. CHO-V1R cells, Fluo-8 calcium fluorescence, agonist mode; 0% DMSO, 100% 3 nM vasopressin. activation, % at 3 µM. 0.25% of 320,000 active. AID 2797;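 active = activation above the mean activation of all tested compounds plus 3 SD, per screening run, cut at about 20% in these data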;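 also: signal is peak over basal fluorescence ratio across a 100 second FLIPR read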
Target sequence (P37288 whole entry, looked up): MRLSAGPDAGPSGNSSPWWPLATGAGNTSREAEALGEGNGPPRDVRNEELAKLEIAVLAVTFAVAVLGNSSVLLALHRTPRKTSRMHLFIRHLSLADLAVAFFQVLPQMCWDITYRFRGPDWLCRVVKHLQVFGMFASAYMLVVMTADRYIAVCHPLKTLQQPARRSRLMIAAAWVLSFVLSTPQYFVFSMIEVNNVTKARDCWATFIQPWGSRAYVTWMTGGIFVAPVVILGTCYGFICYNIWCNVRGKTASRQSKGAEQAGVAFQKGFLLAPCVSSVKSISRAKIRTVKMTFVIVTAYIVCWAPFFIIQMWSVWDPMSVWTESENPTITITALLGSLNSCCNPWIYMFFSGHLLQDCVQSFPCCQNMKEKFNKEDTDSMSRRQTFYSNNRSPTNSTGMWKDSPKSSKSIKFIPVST
OXTR potentiate = potentiators of human oxytocin receptor. P30559. CHO-OTR cells, Fluo-8 calcium fluorescence, potentiator mode; 0% = oxytocin EC15, 100% = EC100. activation, % at 3 µM. 0.061% of 320,000 active. AID 2445;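 active = activation above that plate's cutoff, the mean activation of tested compounds plus 3 SD, cut at about 6.6% in these data, passing the limit was not always enough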;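 also: 100% uses oxytocin at 75 nM as the full agonist control; some results filed as inactive read as strong as hits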
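System: human OTR in CHO cells / Also added: sub-maximal oxytocin, roughly EC15 / Control set: EC15 oxytocin low, 75 nM oxytocin high / Schedule: 6 min compound pre-incubation at room temperature, 100 s kinetic read / Compound: single-point 3.0 µM / Replication: singlicate / Technique: Fluo-8 calcium dye fluorescence / Read-out basis: % activation of max/min ratio relative to oxytocin controls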
CHO parental Ca = signal in parental CHO cells, OX1R antagonist counter-screen. parental CHO-K1, ATP-induced calcium, Fluo-8 fluorescence. inhibition, % at 5.6 µM. 0.63% of 330,000 active. AID 463079;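 active = inhibition above that plate's mean sample inhibition plus 3 SD, cut at about 26% in these data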;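 also: 0% = ATP-challenged DMSO wells and 100% = DMSO wells without ATP; some compounds past the cut are filed as inactive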
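Test system: untransfected parental CHO cell line. Compound: one dose, 5.6 µM nominal. Detection: intracellular calcium via Fluo-8 no-wash fluorescent dye. Measure: % inhibition. Benchmarks: ATP-challenged DMSO wells low, unchallenged DMSO wells high.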
CHO-K1 Ca ag = counter-screen for M1 agonists: effect in parental CHO-K1 cells; 0.48% of 360,000 active; Fluo-8 calcium fluorescence; scaled to maximal ATP response, vehicle zero; activation, % at 3 µM; AID 602248; in the data active = activation above about 15%;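 also: untransfected CHO-K1 host cells lacking M1 receptor as counterscreen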
CHO-K1 Ca antag = nonselective inhibitor or artifact in parental CHO-K1 cells. ATP-induced calcium, Fluo-8 fluorescence. inhibition, % at 3 µM. 0.6% of 360,000 active;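 active = inhibition above a per-plate cutoff, the plate's mean sample inhibition plus 3 SD, cut at about 24% in these data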;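 also: 0% = DMSO plus EC80 ATP and 100% = DMSO alone without ATP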
Starred values were filed as active, the others as inactive; . = no result given.

SMILES	TAAR1 antagonist	GPR7 antag	OXTR agonist	CHO-K1 Ca PAM	V1R ag counter	OXTR potentiate	CHO parental Ca	CHO-K1 Ca ag	CHO-K1 Ca antag
[N-]=[N+]=CC(=O)c1ccnc(C(=O)C=[N+]=[N-])c1	8	-14	0.3	15	-0.3	-11	2	0.3	-13
CCOC(=O)c1cnc(SCC(=O)Nc2ccc(N3CCOCC3)cc2)nc1N	.	-15	0.2	.	0.0	-5	3	.	.
CC1Cc2ccccc2N1C(=O)c1cnsn1 (stereo unspecified)	-8	7	-1.8	13	-1.1	-2	-2	-0.6	-10
CCN(C(=O)COC(=O)c1[nH]c(C)c(C(C)=O)c1C)c1c(N)n(Cc2ccccc2)c(=O)[nH]c1=O	-6	.	1.1	14	0.8	0	-18	0.2	-12
CCOC(=O)C1CCN(c2c(N3CCCC(C(=O)OCC)C3)c(=O)c2=O)CC1 (stereo unspecified)	-18	-16	0.1	-10	0.1	0	-3	-0.2	4
Cc1ccc(OCC(=O)NNc2c3ccccc3nc3ccccc23)cc1	70*	-17	-1.0	-10	10	-3	-21	5.6	2
CCOC(=O)c1c(C)[nH]c(C)c1S(=O)(=O)NCCN1CCN(c2ccccc2F)CC1	-10	-15	-2.6	18	-1.3	-2	-21	-0.7	-22
Cc1cccc(NC(=O)C(NS(=O)(=O)c2ccc3c(c2)CCC(=O)N3)c2ccccc2)n1 (stereo unspecified)	19	11	-0.6	3	0.2	-5	-20	-0.1	-12
C=C(C)Cn1c(CCCNC(=O)CCC)nc2ccccc21	-5	-5	-0.7	9	-0.5	0	-20	0.2	-10
COc1ccccc1NC(=O)/C=C\C(=O)O	-4	8	0.2	5	0.2	-7	-4	0.1	-3
CCOC(=O)N1CCN(C(=O)CC(=O)Nc2ccc3nc4n(c(=O)c3c2)CCCCC4)CC1	-4	-10	-0.4	24	-0.6	0	-12	0.5	0
COc1ncnc2c1ncn2CCCNCC(c1ccccc1)c1ccccc1	-12	.	.	10	.	.	.	0.7	-14
COc1ccc(C2CC(C(F)(F)F)n3ncc(C(=O)NCC4CCCO4)c3N2)cc1OC (stereo unspecified)	-18	-9	-2.0	12	1.8	-12	-7	-0.2	-7
ClC(Br)=C(n1cnc2ccccc21)n1cnc2ccccc21	8	10	-0.9	16	1.8	1	-6	3.4	-7
Cc1cc(/C=N/n2c(COc3ccccc3C)nc3ccccc3c2=O)c(O)c([N+](=O)[O-])c1	4	-2	-1.5	-2	-0.7	-6	-18	0.0	-1
O=C(O)c1ccc(-c2noc(-c3ccccc3F)n2)cc1	21	.	1.4	0	1.1	0	-12	0.8	-11
Cc1ccc(N2C(=O)C3C4C=CC(CNC(=S)Nc5cccc(Cl)c5)(O4)C3C2=O)cc1 (stereo unspecified)	0	0	-1.5	-3	6.0	-6	-14	1.4	-5
COc1ccc(N(C(=O)c2snc(C(N)=O)c2N)C(C(=O)NC2CCCC2)c2ccco2)cc1OC (stereo unspecified)	-7	3	.	1	.	.	.	-0.1	-2
C=CCn1c(SCC(=O)N(C)C)nc2sc3c(c2c1=O)CCC3	-6	-9	-1.9	20	-0.3	-15	-11	0.6	-15
CC1(C)CC(=O)C=C(NCc2ccc(Cl)c(Cl)c2)C1	11	25	1.7	7	0.7	-3	-17	3.0	-15
O=C(N/N=C/c1cccs1)c1cc(-c2cccc3ccccc23)n[nH]1	26	-7	-1.2	12	-0.6	-8	-10	1.1	1
Cc1cc(C)cc(N(C(=O)CNS(=O)(=O)c2ccccc2)C(C(=O)NCc2ccccc2)c2ccc(C)o2)c1 (stereo unspecified)	-4	6	-1.8	6	0.1	-18	-18	-0.2	-2
CCC(C)NC(=O)C1CCN(C(=O)c2ccccc2)CC1 (stereo unspecified)	-21	-9	-0.8	2	-0.3	-3	-2	0.1	0
O=C(NCc1nnnn1-c1cccc(F)c1)c1ccc(S(=O)(=O)N2CCOCC2)cc1	-9	.	0.7	-23	0.4	-1	-7	-0.5	7
CCOc1ccccc1OCCN1CCCC1	-6	-21	1.9	18	-0.1	1	-15	0.6	-15

Brought forward from above: three entries, followed by the next part.
SMILES	TAAR1 antagonist	GPR7 antag	OXTR agonist	CHO-K1 Ca PAM	V1R ag counter	OXTR potentiate	CHO parental Ca	CHO-K1 Ca ag	CHO-K1 Ca antag
CCC(C)NC(=O)C1CCN(C(=O)c2ccccc2)CC1 (stereo unspecified)	-21	-9	-0.8	2	-0.3	-3	-2	0.1	0
O=C(NCc1nnnn1-c1cccc(F)c1)c1ccc(S(=O)(=O)N2CCOCC2)cc1	-9	.	0.7	-23	0.4	-1	-7	-0.5	7
CCOc1ccccc1OCCN1CCCC1	-6	-21	1.9	18	-0.1	1	-15	0.6	-15
CC(=O)Nc1cccc(N(C(=O)C2COc3ccccc3O2)C(C(=O)NC2CCCCC2)c2cn(C)nc2C)c1 (stereo unspecified)	-2	-11	-0.4	13	0.2	-11	-15	-0.3	-1
CCCCSc1cc(=O)n(-c2ccccc2)nc1C(=O)OCC	3	0	-1.2	-4	-0.8	-1	-10	-0.4	-17
CC/C(O)=C1\C(=O)CC(C)(C)CC1=NCCc1nc2ccccc2[nH]1	3	-15	-1.1	-17	-0.5	1	-18	1.7	0
CC1(C)Oc2ccc(C(=O)Nc3ccccc3F)cc2N(CC(=O)N2CCOCC2)C1=O	-1	-9	0.6	21	0.1	-6	-10	1.6	-17
Cc1ccccc1C(=O)Nc1ccnn1C1CCN(C(=O)c2cnsn2)CC1	0	-7	0.3	3	1.1	-5	-19	1.7	-21
COc1ccc([N+](=O)[O-])cc1N(CC(=O)Nc1ccccc1C(=O)N1CCCC1)S(C)(=O)=O	0	-3	-0.2	1	0.3	-2	7	0.4	1
Cc1ccc(OCC(=O)N(C)CC(=O)Nc2ccc(N3CCOCC3)cc2)cc1	5	.	0.1	-23	-0.3	-4	-16	0.2	16
Cc1cc([N+](=O)[O-])nn1CCCC(=O)N1CCN(c2ccccc2)CC1	10	1	1.1	6	1.0	-4	-7	1.0	1
CCN(C(=O)CSc1nc2cc(S(=O)(=O)N(CC)CC)ccc2n1CC)C1CCS(=O)(=O)C1 (stereo unspecified)	-5	.	-0.9	11	0.2	-3	-27	1.6	-3
CC1=C([N+](=O)[O-])C(c2cccc(Br)c2)C2=C(N1)c1ccccc1C2=O (stereo unspecified)	30	-9	3.0	11	2.9	-3	-8	0.4	8
Cc1ccc(CNC(=O)C2(C)CCN2C(=O)Cc2ccc(C(C)(C)C)cc2)cc1 (stereo unspecified)	-9	.	.	21	.	.	.	-0.4	-15
COc1cc(/C=C/C(=O)OCC(=O)Nc2cc(C(F)(F)F)ccc2N2CCOCC2)ccc1O	-3	7	1.7	-3	1.6	-8	10	1.1	8
Cc1nnc(SCC(=O)N(CC(C)C)c2c(N)n(Cc3ccccc3)c(=O)[nH]c2=O)n1N	-5	.	1.1	8	0.2	-1	-17	1.3	2
N=C(N)SCCc1cnc[nH]1	-19	.	-0.5	-7	-0.4	-8	-7	-0.2	18
Cc1c(C(=O)N/N=C/c2ccoc2)cccc1[N+](=O)[O-]	-14	-10	0.3	-5	1.4	0	8	1.1	1
Cc1ccc(-c2noc(CN(C(=O)CCCCCN3C(=O)c4ccccc4C3=O)C(C)C)n2)cc1	42	-18	0.6	9	2.3	-18	-23	2.2	0
COc1cc2c(cc1OC)CN(CC(=O)Nc1ccc(C#N)cc1)CC2	-15	4	1.2	-5	2.8	-11	-4	-0.1	3
Cc1ccccc1C1NC(=S)NC2=C1C(=O)CCC2 (stereo unspecified)	-13	-7	1.2	11	0.8	8	-5	0.4	-9
O=C(NCC1CCCO1)c1ccc(NC(=O)c2cc(F)c(F)cc2Cl)cc1 (stereo unspecified)	1	-23	-0.1	22	0.2	-1	-13	0.3	-13
Cc1ccc(F)cc1NC(=O)CCc1c(C)nn(-c2ccc(N3CCCCC3)nn2)c1C	3	5	-0.7	-1	0.4	-7	-4	3.2	-14
O=C(CCSc1ccc(Br)cc1)Nc1cccnc1	17	-4	1.4	22	3.3	-13	-11	5.8	-9
CCC(C)n1c(SCC(=O)Nc2cc(C)on2)nc2ccccc2c1=O (stereo unspecified)	-1	-9	-1.8	20	0.4	0	-20	0.0	-9
COc1ccc(C(=O)OCC(=O)Nc2c(C)cccc2C)c(OC)c1OC	8	-7	2.9	-3	2.0	-7	-6	2.5	-8
COc1cccc(NC(=O)N2CCCC2C(=O)Nc2ccc3c(c2)OCCO3)c1 (stereo unspecified)	-11	-8	-0.8	4	-0.1	6	2	-0.1	1
Cc1onc(-c2ccccc2Cl)c1C(=O)N1CCN(c2ncccn2)CC1	1	-2	0.1	4	0.6	-7	2	1.0	-5
Next compounds
SMILES	TAAR1 antagonist	GPR7 antag	OXTR agonist	CHO-K1 Ca PAM	V1R ag counter	OXTR potentiate	CHO parental Ca	CHO-K1 Ca ag	CHO-K1 Ca antag
COc1cc(N2CCCC2)c(OC)cc1C=O	-26	-1	-1.8	-7	-0.8	-6	-16	-0.1	-7
O=S(=O)(Cc1ccccc1)N1CCc2ccccc2C1	3	12	-1.4	-3	-0.6	-1	-9	-0.4	3
CCOC(=O)c1cc(NC(=O)c2cccnc2)ccn1	-17	.	-0.1	-9	-0.4	3	0	0.0	7
CC1Sc2ccc(S(=O)(=O)CCC(=O)N3CCN(c4ccccc4)CC3)cc2NC1=O (stereo unspecified)	3	-5	8.6	2	14	-7	-23	5.3	-13
CC(=O)Nc1ccc(C(=O)NNC(=O)c2ccccc2-n2cccc2)cc1	0	.	1.2	10	0.5	-3	-5	1.5	-11
CC(=O)Nc1ccc(NC(=O)CSc2nnc(C)c(=O)n2N)cc1	-19	-11	0.0	-15	0.8	0	-2	-0.2	7
Cc1[nH]n(-c2ccccc2)c(=O)c1/C=N/NC(=O)c1ccccc1F	-4	-11	-0.6	-26	1.1	-2	-10	-0.2	13
c1csc(-c2nnc(NC3CCCCC3)c3ccccc23)c1	-26	-1	-1.1	5	-0.9	4	-17	0.0	9
Cc1cc(C(=O)COC(=O)c2ccc(O)cc2)c(C)n1CCc1ccc(F)cc1	20	6	3.9	5	1.9	-12	-5	1.4	-10
CCOC(=O)N1CCC(N2C(=O)c3ccccc3C2Nc2ccccc2C)CC1 (stereo unspecified)	-3	-13	-2.5	5	-1.3	-2	-21	-0.2	2
Cc1cc(C)c(S(=O)(=O)NC2CC2)c(C)c1	-12	-9	0.1	-9	0.2	3	-7	0.2	16
Cc1ccc(S(=O)(=O)/C=C2\NC(=O)CS2)cc1	13	2	-0.9	9	0.0	-3	-1	0.6	5
